# Giardia kill = Small Molecules that selectively kill Giardia lamblia: qHTS | Giardia lamblia trophozoite viability | 0.15% of 340,000 active | activity change, % at 7.66 µM, hits read low | AID 540267, 2011; in the data active = activity change below about -80%; inconclusive = between about -30% and that limit;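 also: parasites exposed to compound for two days anaerobically before the ATP read; % is scaled to controls: 0 for no effect and ±100 for the full control effect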
#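 Killing of trophozoites was scored by loss of ATP luminescence after a 48 hrs anaerobic exposure to compounds at 37 deg C, using 100 cells per well.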
# PKM2 act = qHTS Assay for Activators of Human Muscle isoform 2 Pyruvate Kinase; Pyruvate kinase PKM (Homo sapiens), P14618; purified PKM2, Kinase-Glo ATP luminescence, activation; response scale: 0% is enzyme alone, no compound; 0.34% of 260,000 active; Potency, µM (highest dose often 57.5 µM), inactives show top-dose activation, usual class: activators; also: potency is read from the fitted curve at half-maximal effect; % is scaled to controls: 0 for no effect and ±100 for the full control effect; nearly all actives have a fitted effect of over 55% in size
#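 hPK-M2, >95% pure; 0.1 mM ADP / 0.5 mM PEP final; imidazole pH7.2 buffer w/ 7 mM MgCl2, 50 mM KCl; 1 h RT; Kinase-Glo lum. Intermediate enzyme activity for dual inhibitor/activator qHTS.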
# Coupling enz = qHTS Assay for Inhibitors of Fructose-1,6-bisphosphate Aldolase from Giardia Lamblia: Coupling assay counterscreen. coupling enzyme system counterscreen, AmpLite Red fluorescence. AID 2472, 2010. 0.67% of 290,000 active. activity change, negative = inhibition, % at 58.2 µM, hits read low; in the data active = activity change below about -30%; also: % is scaled to controls: 0 for no effect and ±100 for the full control effect
#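 Counterscreen of the coupled detection system alone, without aldolase: glyceraldehyde-3-phosphate coupling enzymes plus AmpLite Red readout. Compounds at 57.5 uM final, 10 min RT preincubation, 20 min RT reaction, fluorescence 525/598 nm.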
# Chronic BCR inh = qHTS Assay to Find Inhibitors of Chronic Active B-Cell Receptor Signaling; ABC-DLBCL IkBa-CBG/CBR reporter, luminescence ratio, 4 h; Potency, µM (highest dose often 46.1 µM), inactives show at the top dose ratio change, negative = lower green/red ratio, hits mostly inhibitors; 0.05% of 340,000 active; active = well fitted inhibition curve with a large enough effect in the signal ratio, with a control signal flat, not every such curve was filed as active; inconclusive = small, poorly fitted or top-dose-only effect, or effect the other way, or a change in a side signal; the % refers to the signal ratio;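 also: potency is read from the fitted curve at half-maximal effect; plate controls were basal doxycycline-induced cells for no effect and cells given 10 µM MG132 for full effect; MG132 reads +100%, hits lower the ratio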
#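 TMD8 ABC-DLBCL cells carrying doxycycline-inducible green luciferase fused to IkappaBalpha plus unfused red luciferase were exposed to compounds (up to 46 uM) for 4 hrs at 37C. Activity came from the overlap-corrected green/red luminescence ratio.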
# ASM inhibitor = Inhibitors of Secretory Acid Sphingomyelinase (S-ASM): qHTS. Sphingomyelin phosphodiesterase (Homo sapiens), P17405. placental ASM, HMU-PC fluorogenic substrate, 60 min. Potency, µM (series often up to 57.5 µM), inactives show top-dose activity change, negative = inhibition, hits mostly inhibitors. 0.006% of 340,000 active. AID 504937, 2011; also: potency is read from the fitted curve at half-maximal effect
# Target sequence (P17405 47-631 limits assumed): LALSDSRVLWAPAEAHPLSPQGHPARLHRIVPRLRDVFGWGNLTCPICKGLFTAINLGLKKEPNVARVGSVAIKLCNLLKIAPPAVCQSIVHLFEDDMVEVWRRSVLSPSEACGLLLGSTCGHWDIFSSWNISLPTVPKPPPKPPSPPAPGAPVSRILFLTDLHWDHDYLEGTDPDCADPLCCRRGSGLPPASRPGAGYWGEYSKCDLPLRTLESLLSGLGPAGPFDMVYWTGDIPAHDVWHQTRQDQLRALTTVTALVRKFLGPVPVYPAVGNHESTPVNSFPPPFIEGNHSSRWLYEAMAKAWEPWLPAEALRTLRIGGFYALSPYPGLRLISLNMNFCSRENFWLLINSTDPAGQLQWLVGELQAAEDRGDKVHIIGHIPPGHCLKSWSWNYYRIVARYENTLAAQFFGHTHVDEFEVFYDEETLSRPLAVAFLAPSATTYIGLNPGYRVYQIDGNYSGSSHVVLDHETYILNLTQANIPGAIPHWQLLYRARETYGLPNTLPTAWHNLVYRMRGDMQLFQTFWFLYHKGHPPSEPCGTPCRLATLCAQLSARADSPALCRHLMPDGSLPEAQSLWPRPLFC
#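 Human placenta-derived ASM enzyme was preincubated with compound for 10 minutes at room temperature, then given fluorogenic substrate HMU-PC0 (9 uM final) for 60 minutes at 37 °C; a pH 10 stop preceded fluorescence reading at Ex 386/Em 447 nm.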
# Integrin act MD = qHTS for Activators of Integrin-Mediated Alleviation for Muscular Dystrophy | alpha7betagal myoblasts, beta-gal FDG fluorescence, 48 h | Potency, µM (doses to about 38.3 µM), for the others: at the highest dose activation, hits mostly activators | 0.064% of 350,000 active | AID 624291, 2012;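 also: potency is read from the fitted curve at half-maximal effect; 100% = response of the positive control SU9516; nearly all actives have a fitted effect of over 60% in size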
#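 alpha7betagal+/- myoblasts (passage 13, 250/well) treated 48 h at 37C with compounds at 1:260 dilution of DMSO stock. Lysed, then beta-galactosidase activity read as FDG fluorescence (ex 480/em 540) after 30 min, with pre-read for autofluorescence.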
# Tb PFK inh = qHTS Assay to Find Inhibitors of T. brucei phosphofructokinase. T. brucei PFK, ADP-Glo luminescence. Potency, µM (titrated, usually from 57.5 µM), without a hit: at the top dose activity, negative = inhibition, most hits filed as inhibitors. 0.17% of 330,000 active;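 also: potency is read from the fitted curve at half-maximal effect; 0% = uninhibited 1x PFK enzyme wells and -100% = no-enzyme wells; nearly all actives have a fitted effect of over 60% in size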
#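 Activity is normalized to no-enzyme wells (full inhibition) and 1.25 nM enzyme wells (no inhibition). Reaction: 0.5 mM F6P, 0.1 mM ATP, 45 min RT, ADP-Glo luminescence; concentration-response curves fitted and classed by quality.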
# Menin MLL FP TR = qHTS Assay for Inhibitors Targeting the Menin-MLL Interaction in MLL Related Leukemias: Competition With Texas Red Labeled MLL-derived Mutant Peptide; O00255; Menin + Texas Red MLL mutant peptide, fluorescence polarization; Potency, µM (titrated, usually from 61.6 µM), for the others: at the highest dose FP activity change, negative = inhibition, most hits filed as inhibitors; 0.23% of 270,000 active; AID 1768, 2009; active = well fitted inhibition curve with a large enough effect in the polarisation, with a control signal flat, not every such curve was filed as active; inconclusive = small, poorly fitted or top-dose-only effect, or effect the other way, or a change in a side signal; inactive = no such curve, though single readings can be large or run the other way; the % refers to the polarisation; also: potency is read from the fitted curve at half-maximal effect; % of control where 0% means no effect; many of its hits are not listed in these tables
# B2AR arrestin = qHTS assay of beta-arrestin-biased ligands of beta2-adrenergic receptor; Beta-2 adrenergic receptor (Homo sapiens), P07550; beta-arrestin recruitment to beta2AR, cell-based reporter; Potency, µM (highest dose often 46.1 µM), for inactives: at the top dose activation, hits mostly activators; 0.02% of 330,000 active;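 also: potency is read from the fitted curve at half-maximal effect; 0% = DMSO controls and full agonism = EC100 isoproterenol or metaproterenol; nearly all actives have a fitted effect of over 65% in size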
# TSG101-PTAP inh = qHTS Assay for Iinhibitors of HIV-1 Budding by Blocking the Interaction of PTAP/TSG101; Fluorescence polarization, FITC-PTAP peptide / Tsg101 binding; 340,000 tested, under 10 active; Potency, µM (top dose mostly 115 µM), without a hit: top-dose activity change, negative = inhibition, actives largely listed as inhibitors; Tumor susceptibility gene 101 protein (Homo sapiens), Q99816; active = well fitted inhibition curve with a large enough effect in the main read-out, with a control signal flat, not every such curve was filed as active; inconclusive = small, poorly fitted or top-dose-only effect, or effect the other way, or a change in a side signal; inactive = no such curve, though single readings can be large or run the other way; also: potency is read from the fitted curve at half-maximal effect; % of control where 0% means no effect
# Target sequence (Q99816 whole entry, looked up): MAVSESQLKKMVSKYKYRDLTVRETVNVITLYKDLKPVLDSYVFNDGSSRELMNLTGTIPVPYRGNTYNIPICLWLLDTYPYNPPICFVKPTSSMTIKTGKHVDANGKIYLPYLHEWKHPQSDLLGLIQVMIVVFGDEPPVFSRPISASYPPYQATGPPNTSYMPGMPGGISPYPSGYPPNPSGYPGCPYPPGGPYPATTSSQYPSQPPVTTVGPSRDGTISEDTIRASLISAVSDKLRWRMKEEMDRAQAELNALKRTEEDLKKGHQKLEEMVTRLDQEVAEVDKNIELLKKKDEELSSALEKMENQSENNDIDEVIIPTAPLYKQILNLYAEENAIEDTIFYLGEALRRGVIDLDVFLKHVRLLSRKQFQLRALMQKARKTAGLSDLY
#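 Steps: Tsg101 binding domain dispensed (10 uM final), compounds pinned in DMSO, FITC-labeled PTAP-motif peptide added (50 nM final); after 20 min binding at room temperature, polarization measured.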
# GALK inhibitor = qHTS Assay for Inhibitors of Human Galactokinase (GALK) | Potency, µM (series often up to 57.5 µM), inactives show top-dose activity change, negative = inhibition, hits mostly inhibitors | Purified GALK, Kinase-Glo residual ATP luminescence | AID 1868, 2009 | 0.007% of 270,000 active | P51570; also: potency is read from the fitted curve at half-maximal effect; % is scaled to controls: 0 for no effect and ±100 for the full control effect
#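 GALK at 5 nM final was combined with compound, 35 uM ATP and 100 uM galactose in HEPES pH8.0 with MgCl2 and DTT. The reaction ran one hour at room temperature before luminescent ATP detection.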
# * = called active by the depositor; u = inconclusive; x = no result given; [ ] = dose if it differs, or a comment. Unless noted, calls follow the shape of the dose curve; as a rule, active = well fitted curve in the direction sought with a large enough effect; inconclusive = small, poorly fitted or top-dose-only effect, or another doubt; inactive = no such curve, though single readings can be large; an effect the other way counts as inactive or inconclusive. These rows are one share of the data; the hit share may differ from the screen's.
SMILES,Giardia kill,PKM2 act,Coupling enz,Chronic BCR inh,ASM inhibitor,Integrin act MD,Tb PFK inh,Menin MLL FP TR,B2AR arrestin,TSG101-PTAP inh,GALK inhibitor
CN(C)c1nc(SCCOC(=O)c2ccccc2)nc(N(C)C)n1,7,-2%,1,u,-2%,0%,-1%,-2%,-0.1%,-6%,-3%
O=C(c1n[nH]c(=O)c2ccccc12)N1CCN(S(=O)(=O)c2ccccc2Cl)CC1,-20,x,x,-1%,-3%,-28%,-1%,x,-0.2%,-2%,x
CC(C)c1ccc(NC(=O)NCc2cccnc2)cc1,-8,-3%,7,u,0%,-19%,0%,6%,-0.7%,-3%,-3%
Cc1ccc(S(=O)(=O)c2nc(S(C)(=O)=O)sc2N(C)C)cc1,-7,8%,-3,3%,0%,-40%,-1%,18%,-0.2%,-1%,0%
CC(=O)CCc1oc2ccc(C)cc2c1Cc1ccccc1,27,x,2,0%,-5%,-1%,-3%,2%,-0.1%,-1%,1%
COc1ccc(OCCn2nnc(-c3ccc(Cl)cc3)n2)cc1,-4,0%,2,10%,-7%,20%,-7%,-5%,0.5%,0%,1%
O=C(c1nc2ccccn2c1CNCCCn1cccn1)N1CCCC1,14,0%,2,8%,2%,-9%,0%,1%,-0.6%,-4%,7%
CN(C)c1ccc(/C=N/NC(=O)c2cnc3ccccc3c2)cc1,18,-2%,0,u,-4%,10%,0%,u,-0.4%,u,-2%
COc1ccc(OCCCCN2CCC(C)CC2)cc1,-1,x,1,u,2%,0%,0%,-19%,-1.1%,-5%,5%
CCCc1cc2c(=O)n(NC(=O)c3nn(C)cc3[N+](=O)[O-])c(C)nc2s1,-8,3%,-1,3%,0%,27%,0%,23%,-0.8%,1%,-3%
COC(=O)c1cc(OC)c(OC)cc1NC(=O)C(C)c1ccc([N+](=O)[O-])cc1 (centres undefined),-9,-1%,2,-5%,-10%,-16%,-7%,-2%,1.1%,-1%,-1%
S=c1[nH]nc(-c2ccccc2)n1CC1CCCO1 (centres undefined),-5,12%,-2,x,3%,23%,x,6%,x,-3%,1%
CC(C)NC(=O)C1CC=CCC1C(=O)O (centres undefined),-1,3%,0,-1%,0%,8%,8%,0%,-1.6%,1%,3%
O=C(c1cccc(-c2ccc(O)cc2)c1)N1CCN(c2ccc(F)cc2)CC1,21,-4%,2,u,3%,27%,1%,19%,-0.9%,1%,-3%
Cc1ccc(O)c(C(=O)c2cc(C#N)c(=O)n(CC3CCCO3)c2)c1 (centres undefined),8,-18%,2,3%,7%,26%,2%,-18%,-0.5%,-10%,2%
O=C(CN1C(=O)c2cccc([N+](=O)[O-])c2C1=O)OCC(=O)N1CCCCC1,8,x,x,5%,-2%,3%,0%,x,-0.3%,0%,x
COc1cc(CN(C)Cc2cccc3ccccc23)cc([N+](=O)[O-])c1O,7,-4%,7,5%,-1%,1%,1%,3%,-0.2%,-8%,-2%
Cc1[nH]c2ccccc2c1CCN(Cc1cccnc1)C(=S)NC(C)(C)C,-16,x,0,5%,4%,-23%,2%,6%,0.6%,-3%,-5%
O=C(NCC(=O)N(c1ccccc1)C(C(=O)NC1CCCC1)c1ccncc1)c1cccs1 (centres undefined),-7,-6%,-3,2%,-6%,14%,-2%,-29%,0.1%,-9%,17%
Fc1ccccc1OCCCn1ccnc1,-13,-1%,0,7%,3%,29%,-4%,-9%,-0.7%,0%,-1%

# Compound profiles (already shown). Order of screens: Giardia kill, PKM2 act, Coupling enz, Chronic BCR inh, ASM inhibitor, Integrin act MD, Tb PFK inh, Menin MLL FP TR, B2AR arrestin, TSG101-PTAP inh, GALK inhibitor
# Cc1[nH]c2ccccc2c1CCN(Cc1cccnc1)C(=S)NC(C)(C)C is listed as -16, x, 0, 5%, 4%, -23%, 2%, 6%, 0.6%, -3%, -5%
# O=C(c1nc2ccccn2c1CNCCCn1cccn1)N1CCCC1 is listed as 14, 0%, 2, 8%, 2%, -9%, 0%, 1%, -0.6%, -4%, 7%
# CCCc1cc2c(=O)n(NC(=O)c3nn(C)cc3[N+](=O)[O-])c(C)nc2s1 is listed as -8, 3%, -1, 3%, 0%, 27%, 0%, 23%, -0.8%, 1%, -3%
# S=c1[nH]nc(-c2ccccc2)n1CC1CCCO1 (centres undefined) is listed as -5, 12%, -2, x, 3%, 23%, x, 6%, x, -3%, 1%
# COC(=O)c1cc(OC)c(OC)cc1NC(=O)C(C)c1ccc([N+](=O)[O-])cc1 (centres undefined) is listed as -9, -1%, 2, -5%, -10%, -16%, -7%, -2%, 1.1%, -1%, -1%

# Going on with the list.
SMILES,Giardia kill,PKM2 act,Coupling enz,Chronic BCR inh,ASM inhibitor,Integrin act MD,Tb PFK inh,Menin MLL FP TR,B2AR arrestin,TSG101-PTAP inh,GALK inhibitor
Cc1cc(C)cc(N(CC(=O)NCc2ccco2)C(=O)CCC(=O)Nc2nccs2)c1,-10,7%,1,u,3%,3%,3%,16%,0.4%,2%,0%
CC1CC(C)CN(C(=O)COC(=O)c2ccc3ncsc3c2)C1 (centres undefined),33[activator],x,x,-4%,0%,14%,2%,x,-0.2%,-6%,x
COc1ccc(NC(=O)CSc2nc3[nH]c(=O)[nH]c(=O)c3s2)cc1OC,1,u,12,0%,-1%,7%,-9%,25%,0.0%,-1%,-2%
Cc1cccc(C)c1NC(=O)CNC(=O)c1c(C)nn(-c2ccccc2)c1C,3,x,x,0%,2%,11%,-14%,x,-0.1%,-2%,x
O=C(NC(=S)Nc1ccc(CN2CCOCC2)cc1)c1ccccc1[N+](=O)[O-],2,1%,1,-7%,1%,-2%,-3%,-11%,-0.4%,0%,0%
CCOc1cc(-c2cc(-c3ccc(OC)cc3)nc(N)c2C#N)ccc1O,-21,-8%,-8,0%,142%[activator],-28%,2%,-4%,-0.9%,-11%,2%
N#Cc1c(-c2ccccc2)nc(SCc2nc(N)nc(N3CCCCC3)n2)[nH]c1=O,-6,-6%,1,6%,3%,-54%[inhibitor],3%,9%,0.0%,-1%,-4%
CCCS(=O)(=O)N1CCN(C(=O)c2cccnc2)CC1,-1,-4%,3,4%,2%,-8%,1%,4%,0.0%,-5%,1%
COc1ccc(C(=O)NCc2ccccc2CN2CCCC2)cc1S(=O)(=O)N1CCOCC1,10,x,x,-4%,-1%,-3%,14%,x,0.0%,0%,x
CCCN1CCN(C(=S)Nc2ccc3nc(N4CCN(CC)CC4)cc(C)c3c2)CC1,-4,5%,-2,4%,101%[activator],-66%[inhibitor],-3%,2%,0.2%,-3%,-1%
CCN(CC)C(=O)CSc1nc(C)cc(C)n1,-16,-6%,1,11%,-4%,-38%,-4%,3%,-0.5%,2%,4%
CC(C)(C)C(=O)Nc1nc(=S)ss1,-10,-12%,4,u,-1%,-16%,-6%,x,0.0%,-3%,-4%
CC(/C=N/n1c(C2CCCCC2)n[nH]c1=S)=C\c1ccccc1,3,3%,-2,u,-17%,5%,1%,-12%,0.1%,-3%,1%
COc1cccc(OC(=O)c2cc3ccccc3oc2=O)c1,2,-1%,3,u,0%,17%,-2%,-3%,0.2%,-3%,1%
Cc1noc(C)c1S(=O)(=O)N1CCC(C(=O)NC2CCCc3ccccc32)CC1 (centres undefined),12,0%,-1,-3%,-2%,-2%,-5%,x,0.2%,-4%,-4%
Cn1c(CC(=O)Nc2ccccc2Cl)nnc1SCC(=O)Nc1nncs1,7,0%,1,-4%,6%,11%,-10%,-1%,-0.5%,-3%,-1%
COc1ccc(C(C)(C)C)cc1NC(=O)CSc1ncn[nH]1,13,x,x,u,0%,-8%,-6%,x,-0.7%,-3%,x
CCC(=O)Nc1nnc(-c2ccccn2)o1,-18,-1%,-1,1%,0%,2%,-9%,11%,4.0%,-4%,1%

# High-throughput results deposited in PubChem by National Center for Advancing Translational Sciences (NCATS).
